Bioassay records as filed in PubChem.
MEX-5 binding: C. elegans MEX-5 TCR-2 RNA binding activity | MEX-5/FITC-TCR2 RNA binding, fluorescence polarization; stronger effect = lower value | activity score (negative = inhibition of binding), % at 10 µM | 300,000 compounds, 0.38% hits | AID 1832;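 active = inhibition past about -25% in most replicates, and total fluorescence under double the plate's negative control median, limit read from the data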;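 also: 0% = DMSO and -100% = 5 µM competing unlabeled TCR2 RNA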
BCLXL inh: blocks human Bcl-xL binding to Bim BH3 peptide | AID 2129 | inhibition, % at 10.9 µM | GST-Bcl-xL / FITC-Bim BH3 peptide fluorescence polarization | Q07817 | 320,000 compounds, 0.7% hits;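 active = inhibition above the mean of all tested compounds plus 3 SD, cutoff set per campaign, cut at about 30% in these data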;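 also: 0% = DMSO wells and 100% = unlabeled Bim-BH3 peptide competitor; inhibitors lower millipolarization by displacing the labeled peptide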
Fam108B inh: Fam108B inhibition, counter-screen for RBBP9 inhibitors; recombinant Fam108B, FP-Rh probe fluorescence polarization; inhibition, % at 9.51 µM; 300,000 compounds, 0.33% hits;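 active = inhibition above the screen mean inhibition plus 3 SD, computed separately per campaign, cut at about 18% in these data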;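 also: inhibitors lower polarization as less probe binds the enzyme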
GLD-1 TGE inh: GLD-1-TGE RNA interaction inhibition (C. elegans). Q17339. purified GLD-1 + fluorescein TGE RNA, fluorescence polarization. inhibition, % at 5.96 µM. 320,000 compounds, 0.44% hits. AID 2280;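 active = percent inhibition above a per-plate cutoff, the plate mean of test compounds plus 3 SD, cut at about 30% in these data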;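 also: 0% = DMSO wells with GLD-1 and probe and 100% = wells lacking GLD-1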
Target sequence (Q17339 whole entry, looked up): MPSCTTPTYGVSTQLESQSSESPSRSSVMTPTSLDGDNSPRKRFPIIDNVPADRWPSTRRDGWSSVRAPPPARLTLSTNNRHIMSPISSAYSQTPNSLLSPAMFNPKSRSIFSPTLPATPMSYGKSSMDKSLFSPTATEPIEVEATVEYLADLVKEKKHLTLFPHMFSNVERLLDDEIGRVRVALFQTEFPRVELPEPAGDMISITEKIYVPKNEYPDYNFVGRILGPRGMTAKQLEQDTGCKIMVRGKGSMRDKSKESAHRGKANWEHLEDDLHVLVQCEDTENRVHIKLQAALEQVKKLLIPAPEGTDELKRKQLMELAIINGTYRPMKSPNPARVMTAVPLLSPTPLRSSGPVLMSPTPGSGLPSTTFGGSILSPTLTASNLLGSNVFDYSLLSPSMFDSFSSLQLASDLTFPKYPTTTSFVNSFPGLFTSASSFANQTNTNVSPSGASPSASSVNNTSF
GSTO1 counter: counter-screen for RBBP9 inhibitors: inhibitors of human GSTO1. P78417. recombinant GSTO1, activity-based probe fluorescence polarization. inhibition, % at 5.96 µM. 300,000 compounds, 1.1% hits;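 active = inhibition above the campaign mean inhibition plus 3 SD, cut at about 35% in these data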;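 also: 0% = GSTO1-1 with DMSO and 100% = wells lacking GSTO1-1 enzyme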
PME-1 inh: blocks human protein phosphatase methylesterase 1 | 320,000 compounds, 0.53% hits | inhibition, % at 5.9 µM | AID 2130 | Q9Y570 | recombinant PME-1, FP-Rh probe fluorescence polarization;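 active = inhibition above the campaign mean of all compounds plus 3 SD, cut at about 26% in these data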;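 also: competitive labeling of PME-1 active site by serine hydrolase directed probe; 0% = PME-1 with DMSO and 100% = wells lacking PME-1 enzyme; inhibitors block probe labeling so polarization falls and inhibition rises; many of its hits are not listed in these tables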
TPT1 inh: C. albicans TPT1 enzyme inhibition; recombinant caTPT1, FP RNA substrate dephosphorylation; inhibition, % at 5 µM; 300,000 compounds, 0.81% hits;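 active = inhibition above the mean of all tested compounds plus 3 SD, set per screening campaign, cut at about 24% in these data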;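 also: plate controls were DMSO alone for no effect and ferristatin control at 100 nM for full effect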
PAD4 FP inh: PAD4 (human) enzyme inhibition; 330,000 compounds, 0.41% hits; Q9UM07; inhibition, % at 6.36 µM; AID 485272; recombinant PAD4, RCA probe fluorescence polarization;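 active = percent inhibition above a cutoff equal to the mean of all tested compounds plus 3 SD, cut at about 15% in these data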;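 also: 0% = PAD4 with RCA probe and DMSO and 100% = probe without PAD4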
Target sequence (Q9UM07 whole entry, looked up): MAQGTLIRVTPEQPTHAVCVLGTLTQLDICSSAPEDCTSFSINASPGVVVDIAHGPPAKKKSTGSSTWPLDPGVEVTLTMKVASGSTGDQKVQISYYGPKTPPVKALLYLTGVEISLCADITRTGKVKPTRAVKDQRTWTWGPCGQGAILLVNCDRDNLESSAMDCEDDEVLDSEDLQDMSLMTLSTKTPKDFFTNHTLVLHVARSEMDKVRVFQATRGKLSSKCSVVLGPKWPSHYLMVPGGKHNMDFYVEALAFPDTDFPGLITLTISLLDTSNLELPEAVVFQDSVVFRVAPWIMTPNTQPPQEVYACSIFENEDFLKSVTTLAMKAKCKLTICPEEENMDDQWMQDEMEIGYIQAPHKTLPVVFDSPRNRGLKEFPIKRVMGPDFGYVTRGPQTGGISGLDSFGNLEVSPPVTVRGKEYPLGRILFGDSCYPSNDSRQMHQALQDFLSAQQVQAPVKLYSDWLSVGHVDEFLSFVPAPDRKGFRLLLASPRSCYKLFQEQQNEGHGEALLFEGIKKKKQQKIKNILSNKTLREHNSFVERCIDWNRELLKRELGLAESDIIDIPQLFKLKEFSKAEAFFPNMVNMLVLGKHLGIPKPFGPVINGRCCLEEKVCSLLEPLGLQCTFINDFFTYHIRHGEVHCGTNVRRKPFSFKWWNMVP
MCL1-BIM inh: disrupts human MCL1 binding to BIM-BH3 peptide | Q07820 | GST-MCL1 / FITC-Bim-BH3 fluorescence polarization | inhibition, % at 10.9 µM | 320,000 compounds, 0.68% hits;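 active = inhibition above the mean inhibition of all tested compounds plus 3 SD, set per campaign, cut at about 40% in these data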;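 also: 0% = DMSO wells and 100% = unlabeled Bim-BH3 peptide control; higher means more loss of mP so more displacement of Bim peptide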
The depositor's hits bear a star; x = no result given. These rows are one share of the data; the hit share may differ from the screen's.

# | Structure | MEX-5 binding | BCLXL inh | Fam108B inh | GLD-1 TGE inh | GSTO1 counter | PME-1 inh | TPT1 inh | PAD4 FP inh | MCL1-BIM inh
1 | O=C(CNS(=O)(=O)c1ccccc1)NCC(=O)OCc1ccc(Cl)cc1 | 0.4 | 4 | -1 | -3 | 9 | -1 | 1 | 1 | -2
2 | CC(C)C(=O)NC(NC(=S)Nc1ccc(S(N)(=O)=O)cc1)C(Cl)(Cl)Cl (stereo not drawn) | 1.6 | 4 | 1 | 3 | 0 | 0 | 0 | 0 | 6
3 | CC(C(=O)N1CCN=C1c1ccccc1)N1C(=O)c2ccccc2C1=O (stereo not drawn) | 2.2 | 2 | -1 | 0 | -2 | -6 | 2 | 4 | 35
4 | O=C(Nc1ccccc1C(=O)NC1CC1)c1ccccc1 | x | 6 | x | 7 | x | 6 | x | 2 | 12
5 | O=c1cc(/N=C/c2coc3cc(Br)ccc3c2=O)[nH]c(=S)[nH]1 | 0.2 | 15 | -3 | 18 | -9 | -13 | -1 | 0 | 10
6 | COc1ccc(CN(C(=O)CN2C(=O)C(C)Oc3ccccc32)C2CCCC2)c(OC)c1 (stereo not drawn) | -1.5 | 6 | 0 | 1 | 3 | 2 | -1 | 1 | 9
7 | COC(=O)Cc1ccc(NC(=S)N2CCN(c3cccc(O)c3)CC2)cc1 | 0.8 | 3 | 5 | 4 | -3 | -2 | 1 | 0 | -3
8 | Nc1nc(N2CCN(C(=O)c3ccco3)CC2)nc2ccccc12 | 0.1 | 3 | 0 | 1 | 2 | -1 | 3 | -6 | -9
9 | COC(=O)Nc1nnc(/C=C/c2ccccc2)s1 | 0.0 | 4 | 3 | 4 | 3 | 2 | 4 | 1 | 3
10 | O=C(COc1ccccc1)N1CCc2ccccc2C1 | 3.9 | -1 | -2 | 4 | 1 | 2 | 1 | -5 | -6
11 | CCN(CC)S(=O)(=O)c1ccc(/C=C/C(=O)Nc2ccc(F)cc2F)cc1 | -2.7 | 3 | 0 | 3 | -2 | -2 | 5 | -7 | -3
12 | O=C(O)CCn1c(=O)[nH]c2ccccc2c1=O | 1.1 | 3 | -1 | -12 | -4 | 2 | 0 | -1 | -5
13 | CCCCN(C)CCCNC(=O)CC1Oc2ccccc2NC1=O (stereo not drawn) | -2.6 | 1 | -2 | 0 | 7 | -8 | -4 | 5 | -1
14 | CC(NCc1ccc2c(c1)OCO2)c1ccccc1 (stereo not drawn) | 0.9 | 5 | 0 | 0 | -1 | -1 | -4 | 1 | 11
15 | Cn1c(=O)cc(SCC(=O)NCCC2=CCCCC2)c2cc(Cl)ccc21 | -2.0 | 3 | -3 | 5 | 2 | -7 | -1 | -5 | -4
16 | CC(C)[C@H](NC(=O)c1ccco1)C(=O)OCC(=O)N1CC(=O)Nc2ccccc21 | -1.8 | -4 | -2 | -2 | -1 | -6 | 4 | 2 | -6
17 | Cc1cc(Cl)c(S(=O)(=O)NCc2cccnc2)cc1OCC(N)=O | -11 | 1 | 5 | -4 | -3 | 6 | -4 | -1 | 2
18 | Cc1ccc(-n2ncc3c(=O)[nH]cnc32)c(C)c1 | 0.8 | 1 | 2 | 2 | -6 | 5 | 1 | -3 | 2
19 | O=C(Oc1ccc2c(=O)c(Oc3ccc4ccccc4c3)coc2c1)c1cncc(Br)c1 | 3.1 | -14 | -8 | -7 | -4 | -3 | -4 | -6 | -21
20 | COC(=O)c1cc2ccsc2n1CC(=O)Nc1ccc(N(C)C)cc1 | 3.8 | 9 | 0 | 9 | 5 | -3 | -2 | -2 | 12
21 | COc1cccc(NC(=S)NCc2cccnc2)c1 | 0.2 | 6 | -1 | 1 | 0 | -4 | -1 | -6 | 4
22 | CS(=O)(=O)N(CC(=O)Nc1ccccc1C(=O)NCc1ccco1)c1ccc2c(c1)OCCO2 | -0.5 | -3 | -3 | -4 | 3 | -4 | -2 | -3 | -5
23 | COc1ccccc1N1CCN(C(=O)CSc2nc3ccccc3o2)CC1 | -2.8 | -6 | -3 | 1 | 16 | 6 | 2 | -4 | -7
24 | CCC(=O)C1=C(N2CCCC2)CC(C)(C)CC1=O | -0.1 | 1 | 3 | -8 | -6 | -2 | 0 | 0 | 1
25 | O=C(COC(=O)c1cc(-c2ccccc2Cl)nc2ccccc12)Nc1ncc(C(F)(F)F)cc1Cl | -1.7 | 6 | 2 | 5 | 4 | -4 | 0 | 4 | 8

As entered above.
compound 13 – MCL1-BIM inh: -1
compound 20 – TPT1 inh: -2

(list continues)
# | Structure | MEX-5 binding | BCLXL inh | Fam108B inh | GLD-1 TGE inh | GSTO1 counter | PME-1 inh | TPT1 inh | PAD4 FP inh | MCL1-BIM inh
26 | COc1ccc(N(CC(=O)Nc2ccc(C)c(C)c2)S(=O)(=O)c2c(C)n[nH]c2C)cc1 | -2.7 | 6 | -4 | -1 | 5 | -7 | -1 | 0 | 15
27 | O=C(NCc1ccc(Cl)cc1)C(=O)NCC1OCCN1S(=O)(=O)c1ccc2c(c1)OCCO2 (stereo not drawn) | 1.5 | -1 | -2 | 1 | -3 | -1 | -3 | -2 | -3
28 | O=C(Nc1ccccc1C(=O)O)c1cc(S(=O)(=O)NCc2ccccc2)ccc1Cl | 0.0 | 6 | -2 | 9 | 2 | 6 | -4 | 0 | 6
29 | O=C(COC(=O)Cc1ccsc1)NC1CCCCCC1 | -1.0 | 4 | -1 | 1 | 3 | 6 | 1 | -1 | 2
30 | COc1ccc(C(=O)CSc2nc3cccnc3n2C)cc1 | 2.4 | 5 | 2 | 6 | 5 | -9 | 0 | 7 | 9
31 | COc1cccc(NC(=O)CN(C)C(=O)CCNS(=O)(=O)c2ccc(C)cc2)c1 | x | 1 | x | 10 | x | 0 | x | 0 | 3
32 | COCCNc1nnc(SC(C)C(=O)Nc2ccc(-c3nc4ccc(C)cc4s3)cc2)s1 (stereo not drawn) | 2.1 | 7 | -14 | 1 | -9 | -20 | 5 | -6 | 3
33 | Cc1ccc(-c2ccc(SCC(=O)N3CCN(c4ccccc4)CC3)nn2)cc1 | 1.5 | 8 | 2 | -3 | -1 | 2 | -5 | 0 | 4
34 | CCCCC[C@H](O)/C=C/C1=C(CCCCCCC(=O)O)C(=O)CC1 | 2.5 | 8 | 1 | 6 | 3 | -2 | 3 | -3 | 5
35 | Cc1cccc(C)c1NC(=O)C(=O)NCC1CCCN1S(=O)(=O)c1cccs1 (stereo not drawn) | 1.2 | 5 | -2 | -4 | 0 | 0 | 3 | 1 | 4
36 | CC(C)C[C@@H]1NC(=O)[C@H](C(C)C)NC(=O)c2cc([N+](=O)[O-])cc(I)c2NCC[C@@H](C(N)=O)NC1=O | -1.6 | -1 | -1 | -3 | -1 | -1 | 2 | -6 | -20
37 | COc1ccc(C2(c3ccc(OC)cc3)NC(=O)N(CC(=O)N(C)C)C2=O)cc1 | -1.6 | 4 | 4 | -1 | 2 | -3 | 2 | 2 | -1
38 | O=S(=O)(c1ccc(N2CCN(S(=O)(=O)c3ccc4c(c3)OCCO4)CC2)nc1)N1CCCC1 | 2.1 | 5 | -2 | 1 | 17 | 17 | 0 | 0 | 1
39 | CCCn1cc(CN2CCc3ccc(NC(=O)C4CCCO4)cc3C2)c(C)n1 (stereo not drawn) | 0.4 | 9 | -1 | 3 | 0 | 4 | 0 | 3 | 7
40 | C=CCn1c(SCc2ccc(Cl)cc2)nc2c1c(=O)[nH]c(=O)n2C | 0.1 | 10 | 0 | 3 | -4 | -4 | 1 | -1 | 0
41 | Cc1ccnc(NC(=S)NC(=O)/C=C/c2ccco2)c1 | -3.3 | 12 | -4 | 7 | 4 | -2 | -1 | 2 | 16
42 | Cc1nc2c(-c3ccc(F)cc3)cnn2c2c1CCC2 | -1.6 | -1 | -2 | -4 | 2 | 8 | 3 | -5 | -4
43 | COc1ccc(NC(=O)c2c(N)no[n+]2[O-])cc1 | -0.1 | 0 | 3 | 4 | 4 | 7 | 0 | 6 | 0
44 | COc1ccc(C(=O)Nc2ccnn2C2CCN(C(=O)c3cccnc3)CC2)cc1 | -3.3 | 5 | 3 | 1 | 1 | -2 | -5 | -3 | 1
45 | CCN(CC)c1ccc(S(=O)(=O)N2CCCCC2)cc1NC(=O)C1=COCCO1 | 1.9 | -3 | 0 | 2 | 2 | 9 | 4 | -5 | 1
46 | Cn1nnnc1SCC(=O)Nc1ncc(Cl)cc1Cl | -0.4 | 0 | 1 | 0 | 5 | -1 | 0 | 1 | 2
47 | O=C(CSc1cccc2cccnc12)OCC(=O)c1ccc(Br)cc1 | -0.9 | 4 | -1 | -5 | 22 | -2 | -7 | -3 | -1
48 | Cn1c(OCc2ccc3c(c2)OCO3)nc2c1c(=O)n(Cc1cccc(Cl)c1)c(=O)n2C | 2.6 | 7 | -5 | 5 | 4 | 1 | -2 | 2 | 4
49 | COc1ccccc1OCCn1cc(/C=N/n2cnnc2)c2ccccc21 | 1.7 | 4 | -7 | -1 | -5 | -3 | 0 | -8 | -1
50 | CCOC(=O)c1nnn(-c2nonc2NC(C)=O)c1C | -0.2 | -9 | 4 | -2 | 0 | 1 | 1 | 5 | -11
51 | CC(C)N(Cc1nc(-c2ccc(Cl)cc2)no1)C(=O)/C=C/c1ccccc1 | x | 2 | -6 | 2 | 4 | -9 | -1 | 1 | 0
52 | CCC(=O)Nc1cc(C(=O)O)ccc1Sc1ccc(Cl)cc1 | 0.5 | 5 | 6 | 4 | 7 | -4 | -2 | 2 | 4
53 | Cc1ccc2cc3cc(C(=O)N(CC(=O)NC4CCCC4)c4cccc(C)c4C)sc3nc2c1 | 1.4 | 2 | -17 | 0 | -7 | -14 | -2 | 4 | 0

Among those listed so far, these contain an aryl thioether with sulfur outside any ring:
# | Structure | MEX-5 binding | BCLXL inh | Fam108B inh | GLD-1 TGE inh | GSTO1 counter | PME-1 inh | TPT1 inh | PAD4 FP inh | MCL1-BIM inh
15 | Cn1c(=O)cc(SCC(=O)NCCC2=CCCCC2)c2cc(Cl)ccc21 | -2.0 | 3 | -3 | 5 | 2 | -7 | -1 | -5 | -4
23 | COc1ccccc1N1CCN(C(=O)CSc2nc3ccccc3o2)CC1 | -2.8 | -6 | -3 | 1 | 16 | 6 | 2 | -4 | -7
30 | COc1ccc(C(=O)CSc2nc3cccnc3n2C)cc1 | 2.4 | 5 | 2 | 6 | 5 | -9 | 0 | 7 | 9
32 | COCCNc1nnc(SC(C)C(=O)Nc2ccc(-c3nc4ccc(C)cc4s3)cc2)s1 (stereo not drawn) | 2.1 | 7 | -14 | 1 | -9 | -20 | 5 | -6 | 3
33 | Cc1ccc(-c2ccc(SCC(=O)N3CCN(c4ccccc4)CC3)nn2)cc1 | 1.5 | 8 | 2 | -3 | -1 | 2 | -5 | 0 | 4
40 | C=CCn1c(SCc2ccc(Cl)cc2)nc2c1c(=O)[nH]c(=O)n2C | 0.1 | 10 | 0 | 3 | -4 | -4 | 1 | -1 | 0
46 | Cn1nnnc1SCC(=O)Nc1ncc(Cl)cc1Cl | -0.4 | 0 | 1 | 0 | 5 | -1 | 0 | 1 | 2
47 | O=C(CSc1cccc2cccnc12)OCC(=O)c1ccc(Br)cc1 | -0.9 | 4 | -1 | -5 | 22 | -2 | -7 | -3 | -1
52 | CCC(=O)Nc1cc(C(=O)O)ccc1Sc1ccc(Cl)cc1 | 0.5 | 5 | 6 | 4 | 7 | -4 | -2 | 2 | 4
